# Source: PubChem
# ATXN viability: reduces viability in counter-screen for ATXN expression inhibitors; S2 cells (HEK-293 line with an ATXN2-luciferase reporter) viability, CellTiter-Fluor protease fluorescence, 24 h; 400,000 tested, 0.49% active; Potency, µM (top dose mostly 56.7 µM), usual class: cytotoxic; note: potency is the fitted concentration of half-maximal effect; nearly all actives have a fitted effect of over 40% in size
# SW480 rerep: inducers of DNA re-replication in SW480 colon cancer cells; SW480 DNA re-replication, Hoechst DNA content imaging, 48 h; Potency, µM (doses to about 46.1 µM), for inactives: at the highest dose re-replication activation, hits mostly activators; 340,000 tested, 1.8% active; note: potency is the fitted concentration of half-maximal effect; % of control where 0% means no effect; nearly all actives have a fitted effect of over 55% in size
#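 Hoechst fluorescence of nuclei (405 nm excitation, 500-530 nm emission) measured by plate-scanning imager after 48 hr compound exposure at 37 C; re-replication scored as increased number of nuclei with elevated intensity.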
# MCF10A rerep: induces DNA re-replication in MCF 10a normal breast cells; MCF 10A DNA re-replication, Hoechst nuclear intensity, 48 h; Potency, µM (doses to about 46.1 µM), without a hit: at the highest dose activity, positive = re-replication, hits mostly activators; 350,000 tested, 2.9% active; note: potency is the fitted concentration of half-maximal effect; % of control where 0% means no effect; nearly all actives have a fitted effect of over 50% in size
# ATXN2 expr inh: reduces ATXN2 reporter expression in HEK-293 cells | Potency, µM (doses to about 57 µM), for the others: top-dose activity change, negative = inhibition, most hits filed as inhibitors | 360,000 tested, 0.72% active | HEK-293 ATXN2-luciferase reporter, luminescence, 24 h; note: potency is the fitted concentration of half-maximal effect; % is set by controls: 0 for no effect and ±100 for the full control effect; nearly all actives have a fitted effect of over 55% in size
#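 ATXN2-luciferase reporter cells (luciferase flanked by upstream and downstream ATXN2 gene portions) were treated 24 h at 37 °C with compounds at up to 57 uM. SteadyGlo luminescence gave expression; GF-AFC fluorescence gave viability.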
# HT1080NT lethal: kills 2HG-producing HT-1080-NT fibrosarcoma cells. HT-1080-NT fibrosarcoma viability, CellTiter-Glo ATP luminescence, 48 h. Potency, µM (top dose mostly 46.1 µM), inactives show at the highest dose activity, negative = less viability, usual class: cytotoxic. AID 686970. 360,000 tested, 1.6% active;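 note: NT is the 2HG producing partner of a matched IDH1 knockdown line; potency is the fitted concentration of half-maximal effect; 0% = DMSO-treated cells and -100% = media-only wells without cells; nearly all actives have a fitted effect of over 55% in size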
#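 Viability of the 2HG-overproducing fibrosarcoma line after 48 hours of compound exposure at 37 degrees C was determined by luminescence with CellTiter-Glo, and concentration-effect curves were then fitted and categorized.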
# IL1B secr inh: inflammasome signaling inhibition, IL-1 beta readout. THP-1 LPS/ATP IL-1B secretion, AlphaLISA, 16 h; active compounds read low. activity change, % at 57.5 µM. 360,000 tested, 4.7% active; in the data active = activity change below about -50%; inconclusive = mostly about -30% to -49%; note: % is set by controls: 0 for no effect and ±100 for the full control effect
#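 Secreted IL-1B measured by AlphaLISA bead assay after 16 h compound exposure of THP-1 cells; compounds (final up to 57.5 uM) added 1 h before LPS (250 ng/mL) and ATP (1.25 mM) stimulation; lower signal means less secretion.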
# KB-V1 MDR tox: kills drug-selected multidrug resistant KB-V1 cells | KB-V1 MDR cells viability, CellTiter-Glo, 72 h | Potency, µM (series often up to 46.1 µM), for the others: at the top dose activity change, negative = cytotoxicity, hits mostly cytotoxic | 400,000 tested, 3.4% active | AID 1347076; note: potency is the fitted concentration of half-maximal effect; % is set by controls: 0 for no effect and ±100 for the full control effect; nearly all actives have a fitted effect of over 60% in size
#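 Following 72 h at 37 degrees C with compound, KB-V1 cell viability was read by CellTiter-Glo luminescence, medium being phenol-red-free DMEM plus 10% FBS; concentration-response parameters came from normalized, curve-fitted qHTS data.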
# KB-3-1 cytotox: kills parental KB-3-1 adenocarcinoma cells; KB-3-1 viability, CellTiter-Glo ATP luminescence, 72 h; Potency, µM (series often up to 46.1 µM), inactives show at the top dose activity change, negative = cytotoxic, hits mostly cytotoxic; 400,000 tested, 1.4% active; AID 1347075; note: potency is the fitted concentration of half-maximal effect; % is set by controls: 0 for no effect and ±100 for the full control effect; nearly all actives have a fitted effect of over 60% in size
#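 Luminescent ATP read-out (CellTiter-Glo) measures survival of drug-naive KB-3-1 cells after 72 h compound exposure at 37 °C. Titration series was screened from lowest to highest concentration, with DMSO vehicle plates as background controls.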
# HT1080 IDH1KD tx: kills HT-1080 cells with IDH1 knockdown. 360,000 tested, 2% active. HT-1080 IDH1 knockdown viability, ATP luminescence, 48 h. AID 686971. Potency, µM (series often up to 46.1 µM), inactives show at the highest dose activity, negative = toxicity, actives largely listed as cytotoxic;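 note: potency is the fitted concentration of half-maximal effect; 0% = DMSO wells and -100% = cell-free medium wells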
#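 IDH1KD HT-1080 cells, 750/well, RPMI + 5% FBS; compound pinned after 2 h settling; 48 h, 37 °C; CellTiter-Glo luminescence; % activity normalised to DMSO and no-cell wells; curves fitted, classed by r2 and efficacy.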
# An asterisk follows results filed as active; i = inactive; ? = inconclusive; . = not tested or not shown; & = joins results of further samples; [ ] = dose if it differs, or a comment. Unless noted, calls come from the whole dose curve; as a rule, active = well fitted curve in the direction sought with a large enough effect; inconclusive = small, poorly fitted or top-dose-only effect, or another doubt; inactive = no such curve, though single readings can be large; an effect the other way counts as inactive or inconclusive. Compounds were not picked by outcome; 11% or so of the library scored in one or more.
# A first look:
SMILES,ATXN viability,SW480 rerep,MCF10A rerep,ATXN2 expr inh,HT1080NT lethal,IL1B secr inh,KB-V1 MDR tox,KB-3-1 cytotox,HT1080 IDH1KD tx
COCCN(C(=O)CCC(=O)Nc1nccs1)C(C(=O)NCCC(C)C)c1ccc(F)cc1 (centres undefined),i,-3%,-5%,-8%,9%,20,?,5%,7%
O=C(COc1ccc(Br)cc1)OCc1nnc(-c2ccccc2)o1,i,1%,-2%,6%,19%,20,14%,9%,14%

# The list itself, previewed entries included:
SMILES,ATXN viability,SW480 rerep,MCF10A rerep,ATXN2 expr inh,HT1080NT lethal,IL1B secr inh,KB-V1 MDR tox,KB-3-1 cytotox,HT1080 IDH1KD tx
COCCN(C(=O)CCC(=O)Nc1nccs1)C(C(=O)NCCC(C)C)c1ccc(F)cc1 (centres undefined),i,-3%,-5%,-8%,9%,20,?,5%,7%
O=C(COc1ccc(Br)cc1)OCc1nnc(-c2ccccc2)o1,i,1%,-2%,6%,19%,20,14%,9%,14%
Cn1c(=O)c2c(nc(SCCCO)n2Cc2ccccc2Cl)n(C)c1=O,i,0%,2%,-4%,-3%,-3,-4%,?,-6%
Cc1ccc(C(O)(CCN2CCCCC2)c2ccccc2)cc1 (centres undefined),i,-3%,-2%,.,-17%,-4,-6%,-2%,-12%
COc1ccc(CNC(=O)C2CC(c3cccc([N+](=O)[O-])c3)=NO2)cc1 (centres undefined),i,0%,9.2µM*,83%[activator],1%,16,6%,0%,1%
O=c1c(Cc2ccc(F)cc2)c(O)ccn1Cc1ccco1,i,6%,-1%,-15%[11.3 µM],-5%,8,11%,-1%,9%
O=C(CCN1C(=O)S/C(=C/c2ccccc2)C1=O)Nc1ccc(O)c(C(=O)O)c1,i,-16%,0%,1%,18%,-13,0%,-10%,11%
O=C1c2ccccc2C(=O)N1CCOc1ccccc1Cl,i,-11%,-13%,15%,-1%,8,-7%,-6%,-9%
N#Cc1cccc(NC(=O)c2cc(C3CCCCN3S(=O)(=O)c3ccccc3)on2)c1 (centres undefined),i,.,.,-35%,-2%,9,?,-22%,-11%
O=C(NCCCN1CCOCC1)C(=O)N/N=C/c1c2ccccc2cc2ccccc12,i,23µM*,?,?,?,47,10µM*,5.8µM*,?
CC1(C)CC(=O)C(Sc2ccc(Br)cc2)=C(O)C1,i,0%,0%,-10%,1%,18,6%,-4%,5%
Cc1ccc(S(=O)(=O)N2CCC(C(=O)N[C@@H](C)C(=O)Nc3ccc4c(c3)OCO4)CC2)cc1,i,?,2%,0%,0%,-4,-13%,1%,0%
O=C(O)CCCC(=O)Nc1ccccc1SCCS(=O)(=O)c1ccc(Cl)cc1,?,0%,4%,-24%,0%,-12,?,16%,-9%
CC(=O)c1cccc(NC(=O)C2Cc3c(-c4cccc(C(C)=O)c4)ccnc3O2)c1 (centres undefined),i,.,.,?,-25%,0,21µM*,-23%,-15%
Cc1cc(C)c(NC(=S)NCCO)c(C)c1,i,-6%,0%,.,-1%,25,9%,1%,-1%
O=C(Cn1cc([N+](=O)[O-])cn1)Nc1ccn(Cc2c(F)c(F)c(F)c(F)c2F)n1,i,-1%,4%,3%,9%,-9,-28%,0%,-30%
COC(=O)C1N[C@@H]([C@@H](NC(=O)COc2ccccc2)C(=O)NCc2ccc(OC)cc2)SC1(C)C (some centres undefined),i,16%,1%,7%,-1%,17,?,-1%&13%,4%
COc1ccc(C(C(=O)NC2CCCCC2)N(C(=O)c2ccccn2)c2cccnc2)c(OC)c1 (centres undefined),i,0%,-31%[inhibitor],4%,5%,7,11%,2%,13%
COc1ccc(C2NC(=S)N3C(c4ccc(OC)cc4)NC(=S)N23)cc1 (centres undefined),i,18%,24%,39%[activator],11%,0,-3%,1%,11%
CC(=O)c1ccc(NC(=O)Nc2cccc(Cl)c2)cc1,i,2%[9.22 µM],?,66%[activator],?,-96*,?,0%,?
O=C(C(Cc1ccccc1)n1cccc1)N1CCc2ccccc21 (centres undefined),i,14%,1%,-24%,-26%,-10,-5%,0%,-1%
COc1cc(C2c3c(oc4cc(C)c(C)cc4c3=O)C(=O)N2c2cc(C)ccn2)ccc1O (centres undefined),i,3%,1%,-9%,5%,26,10%,11%,-4%
COc1ccc(Cc2n[nH]c(=S)n2NC(=O)Nc2ccc(Cl)c(Cl)c2)cc1,?,-4%,17%,.,0%,-23,1%,5%,-10%
CCC(=O)Nc1ccc2nc(SCC(=O)N3CCCC3)sc2c1,i,0%,-13%,25%,12%,11,1%,5%,10%
Cc1cc(C)c(C#N)c(N2CCN(S(=O)(=O)Cc3ccccc3)CC2)n1,i,-17%,1%,3%,14%,8,-3%,2%,12%
COc1ccc(-n2nc(C(=O)NCC(=O)NCC3COc4ccccc4O3)c3ccccc3c2=O)c(OC)c1 (centres undefined),i,-2%,0%,3%,1%,19,20%,-3%,0%
C/C(NCC(C)(C)CN(C)C)=C(/C#N)C(=O)NCc1ccccc1,?,-4%,17%,2%,5%,13,-14%,6%,4%
CCN(CC)CC#CCC(O)(c1ccccc1)C1CCCC1 (centres undefined),i,0%,1%,-4%,-16%,-26,0%,9%,-23%
Cc1cccc(C)c1NC(=O)COC(=O)CCc1c[nH]c2ccccc12,i,-8%,-2%,-5%,3%,0,0%,0%,-1%
CCOC(=O)c1ccc(Oc2coc3cc(O)ccc3c2=O)cc1,i,?,-10%,7%,-5%,16,-10%,-8%,0%
CN(C)/C=C/C(=O)c1ccc(N2CCN(c3ncc(C(F)(F)F)cc3Cl)CC2)cc1,i,12%,?,?,?,-27,?,?,?
O=C(COc1ccccc1)Nc1cccc(-c2nc3ccccc3[nH]2)c1,i,1%,15%,47%[activator],?,-101*,?,0%,?
COc1ccc2c(CC(=O)OCC(=O)c3ccccc3OC)coc2c1,i,2%,-5%,-4%,20%,-19,?,7%,24%
CCCCOc1ccc(C(=O)Oc2cccnc2)cc1,i,-10%,?,-1%,1%,3,-1%,-14%,-10%
CCOC(=O)N1CCN(S(=O)(=O)c2ccc(C)cc2)C1c1ccccc1 (centres undefined),i,-9%,14%,-2%,-15%,-14,?,-1%,-6%
O=C(O)c1cc(S(=O)(=O)N2CCN(C(=O)c3ccco3)CC2)c(Cl)cc1Cl,?,0%,-2%,9%,0%,0,4%,2%,1%
O=C(O)c1cc(S(=O)(=O)N2CCOCC2)ccc1N1CCOCC1,i,2%,4%,-8%,6%,3,23%,-1%,13%
Cc1ccc(S(=O)(=O)Nc2cc(C)nn2-c2ccccc2)cc1,i,-6%,21%,-5%,0%,4,-3%,-15%,4%
Cc1cc(Cl)ccc1Oc1ccccc1C(=O)CC#N,i,5%,23µM*,.,-3%,27,-4%,-9%,-1%
CCCCSCCCNC(=O)c1cn(CC)c2ccc(S(=O)(=O)N(C)C3CCCCC3)cc2c1=O,i,.,.,0%,.,.,?,?,.

# Records listed so far that bear a hit mark in SW480 rerep.
SMILES	SW480 rerep	IL1B secr inh
O=C(NCCCN1CCOCC1)C(=O)N/N=C/c1c2ccccc2cc2ccccc12	23µM*	47

# (list continues)
SMILES,ATXN viability,SW480 rerep,MCF10A rerep,ATXN2 expr inh,HT1080NT lethal,IL1B secr inh,KB-V1 MDR tox,KB-3-1 cytotox,HT1080 IDH1KD tx
O=C(O/N=C(\c1ccccc1)c1ccncc1)c1ccccc1F,i,-102%[inhibitor],2%,10%,14%,-5,-2%,-5%,5%
CCNC(=O)CN1C(=O)NC2(CCOc3ccccc32)C1=O (centres undefined),i,-13%,-24%,-1%,4%,4,?,0%,11%
CSc1nc(-c2ccccc2)nn1C(=O)c1ccc(C)cc1,i,-4%,-5%,0%,-2%,-4,20%,-5%,2%
O=c1c(-c2ccco2)[n+]([O-])c2ccccc2n1OCc1ccccc1F,i,1%,28%,-16%,-1%,-2,?,0%,2%
Cc1ccccc1C(=O)NNC(=O)/C=C\C(=O)O,i,-5%,15%,5%,0%,4,-24%,-6%,1%
CN(C(=O)c1cccc(NC(=O)Cc2cccc(NC(=O)C3CCN(C(=O)C4CC4)CC3)c2)c1)C1CC1,i,-17%,?,0%,0%,-2,10%,-3%,-2%
COc1cccc(NS(=O)(=O)c2csc(C(N)=O)c2)c1,i,2%,5%,2%,9%,30,-11%,-6%,-3%

# Arranged by heavy-atom count (rising): some entries from above
SMILES,ATXN viability,SW480 rerep,MCF10A rerep,ATXN2 expr inh,HT1080NT lethal,IL1B secr inh,KB-V1 MDR tox,KB-3-1 cytotox,HT1080 IDH1KD tx
Cc1ccccc1C(=O)NNC(=O)/C=C\C(=O)O,i,-5%,15%,5%,0%,4,-24%,-6%,1%
COc1cccc(NS(=O)(=O)c2csc(C(N)=O)c2)c1,i,2%,5%,2%,9%,30,-11%,-6%,-3%
O=c1c(-c2ccco2)[n+]([O-])c2ccccc2n1OCc1ccccc1F,i,1%,28%,-16%,-1%,-2,?,0%,2%
CN(C(=O)c1cccc(NC(=O)Cc2cccc(NC(=O)C3CCN(C(=O)C4CC4)CC3)c2)c1)C1CC1,i,-17%,?,0%,0%,-2,10%,-3%,-2%
